# From PubChem BioAssay
# tuberculosis growth: growth inhibition of non-replicating M. tuberculosis (AID 488890). Mycobacterium tuberculosis non-replicating, growth inhibition; higher % means a stronger effect. inhibition, % at 25 µM; hits with a dose series show IC50 in µM. hit rate 0.39% among 320,000; in the data active means a potency from the dose series; inconclusive means inhibition mostly from about 82% at the one dose, without a potency; inactive means the rest, 99 in 100 with inhibition below about 76%;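 further: plate controls were DMSO cells for no effect and high antibiotic wells for full effect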
# H1N1 NS1A inhibition: NS1A inhibition, H1N1 influenza, cell based functional assay (AID 504329) | one-dose inhibition, % at 12.5 µM; IC50 in µM for titrated hits | hit rate 0.3% among 340,000 | NS1A functional cell-based assay, percent inhibition; higher % means a stronger effect; in the data active means a potency from the dose series; inconclusive means inhibition above about 27% without an active follow-up result; further: strong numbers were not always called active
# PhoP GFP inhibition: Inhibition of PhoP regulon, Salmonella typhi GFP reporter cells, confirmation, 4 h (AID 1850). Salmonella Typhi PhoP-promoter GFP reporter, fluorescence, 4 h; higher % means a stronger effect. inhibition, % at 50 µM, or IC50 in µM where a hit was titrated. hit rate 0.33% among 310,000; in the data active means a potency from the dose series; inconclusive means inhibition mostly from about 25% at the one dose, without a potency; inactive means the rest, 99 in 100 with inhibition below about 19%;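 further: 0% = induced wells with vehicle and 100% = uninduced wells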
# inhibitors of VEEV: inhibitors of VEEV TC-83 cytopathic effect, confirmation, Vero cells (AID 588727); Vero cells, VEEV TC-83 cytopathic effect inhibition; higher % means a stronger effect; hit rate 0.13% among 350,000; inhibition, % at 20 µM; hits with a dose series show IC50 in µM; in the data active means a potency from the dose series; inconclusive means inhibition mostly from about 14% at the one dose, without a potency; inactive means the rest, 99 in 100 with inhibition below about 12%; further: strong numbers were not always called active
# H37Rv inhibition: M. tuberculosis growth inhibition, HTS (AID 449762); M. tuberculosis H37Rv growth inhibition, 7H9 media; higher % means a stronger effect; inhibition, % at 25 µM, or IC50 in µM where a hit was titrated; hit rate 0.59% among 330,000; in the data active means a potency from the dose series; inconclusive means inhibition above about 70% without an active follow-up result;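 further: bacterial growth assessed after seven days of incubation; strong numbers were not always called active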
# inhibitors of VEEV 10K pilot screen: also measured in inhibitors of VEEV; calls as there; inhibition, %; measured here: 10K pilot screen inhibition
# Numbers without * were called inactive; i = inactive; ? = inconclusive; . = not tested or not shown. Rows were taken by chance. About 1.5% of those tested had a hit in this group.
SMILES,tuberculosis growth,H1N1 NS1A inhibition,PhoP GFP inhibition,inhibitors of VEEV,H37Rv inhibition,others
O=C(Nc1ccc(CN2CCOCC2)cc1)c1cc(Cl)ccc1Cl,-35%,-6%,-2%,i,1%,
CCCCOc1ccc(C(=O)NNC(=S)NC(=O)CC)cc1,?,-8%,37µM*,5.8µM*,?,
COc1cc(OC)c(C(=O)Nc2ccccc2-c2ccccc2)cc1OC,16%,-4%,-23%,0.5%,?,inhibitors of VEEV 10K pilot screen=3.5
CN(CCc1ccccc1)C(=O)c1ccc(NC(=O)Cc2ccc(NC(=O)C3CCN(C(=O)C4CCCCC4)CC3)cc2)cc1,.,-6%,.,0.8%,.,
Cc1noc(C)c1COc1cccc(C(=O)OCC(=O)NC(=O)c2ccc(OC(F)F)cc2)c1,14%,-1%,14%,i,-2%,
COc1ccc(/C=C/C(=O)N(CCC(N)=O)c2ccccc2)cc1S(=O)(=O)N1CCOCC1,.,-6%,.,1.3%,.,
CC(C)(C)c1ccc(C(=O)N/C(N)=N/c2nc3ccccc3o2)cc1,14%,-2%,-2%,4.6%,5%,
CSc1ccccc1NC(=O)c1cc(C(C)C)on1,i,-4%,2%,2.1%,?,
CCCCCOC(=O)Cn1c(=O)oc2ccccc21,68%,0%,4%,0.8%,-10%,inhibitors of VEEV 10K pilot screen=0.6
CC(C)(C)C(=O)NNC(=O)COc1ccc2ccccc2c1Br,3%,2%,-11%,0.4%,3%,
CCC(C)(C)n1c(=O)[nH]c2c(c1=O)CCC2,6%,-5%,5%,0.6%,9%,
CC(C)N(C(=O)C[n+]1ccc(/C=N/O)cc1)C(C)C,-2%,6%,0%,1.1%,7%,inhibitors of VEEV 10K pilot screen=2.0
CN(CC(=O)Nc1ccccc1C(F)(F)F)C(=O)COc1ncnc2sccc12,4%,-12%,2%,0.9%,0%,
O=C1C(=O)N(CCN2CCOCC2)C(c2ccccn2)/C1=C(/O)c1ccccc1 (centres undefined),-12%,9%,-3%,i,-9%,
C[C@]12CCC3C(CC[C@H]4C[C@@H](O)CC[C@]34C)C1CCC2=O (some centres undefined),15%,-5%,.,1.5%,-2%,
CCc1ccccc1NC(=O)CNC(=O)c1cc(C2CC2)nn1-c1ccccc1,-9%,3%,.,2.6%,13%,
NS(=O)(=O)c1ccc(NC(=O)CSC2=NC(=O)C(c3ccccc3)C(=O)N2)cc1 (centres undefined),24%,15%,4%,0.5%,-4%,
CCC(C)NC(=O)CN1C(=O)COc2ccc(S(=O)(=O)N3CCOCC3)cc21 (centres undefined),-1%,89%,0%,1.7%,0%,
CCCOC(=O)CC1C(=O)NCCN1C(=O)OC(C)(C)C (centres undefined),-15%,-2%,-4%,0.2%,-9%,
CCOC(=O)Cn1nnnc1CN(Cc1ccc(OC)cc1)Cc1cc2cc(CC)ccc2[nH]c1=O,31%,12%,14%,0.6%,3%,
Cc1ccc(N/C(N)=N/c2nc(CSc3nnc(C)s3)cc(=O)[nH]2)c(C)c1,4%,3%,9%,i,-7%,
NC(=O)C[n+]1cccc(C(N)=O)c1,-25%,-1%,-8%,0.6%,-7%,
CCOC(=O)C1=C(C)Nc2ccccc2N=C1NC(=O)Cc1ccc(Cl)c(Cl)c1,-5%,2%,-11%,0.5%,-3%,
Cc1ccc(-c2ccc(SCC(=O)Nc3cc(C)on3)nn2)cc1,?,7%,4%,i,-3%,

# Looked up by compound from the list above (three):
SMILES,tuberculosis growth,H1N1 NS1A inhibition,PhoP GFP inhibition,inhibitors of VEEV,H37Rv inhibition,others
C[C@]12CCC3C(CC[C@H]4C[C@@H](O)CC[C@]34C)C1CCC2=O (some centres undefined),15%,-5%,.,1.5%,-2%,
CCc1ccccc1NC(=O)CNC(=O)c1cc(C2CC2)nn1-c1ccccc1,-9%,3%,.,2.6%,13%,
CCOC(=O)Cn1nnnc1CN(Cc1ccc(OC)cc1)Cc1cc2cc(CC)ccc2[nH]c1=O,31%,12%,14%,0.6%,3%,

# Next section:
SMILES,tuberculosis growth,H1N1 NS1A inhibition,PhoP GFP inhibition,inhibitors of VEEV,H37Rv inhibition,others
O=C(CN1C(=O)C2(OCCO2)c2ccccc21)c1ccc(Br)cc1,27%,-2%,-4%,1.4%,8%,
CCOCC(=O)Nc1cc(OC)c(Cl)cc1OC,26%,-2%,11%,0.3%,?,
CC(C)(C)c1ccc(OCc2ccc(C(=O)N/N=C/c3ccc(O)c(O)c3)cc2)cc1,-10%,3%,6%,i,3%,
COc1ccc(N(CC(=O)Nc2cc(OC)ccc2OC)S(=O)(=O)c2c(C)noc2C)cc1,10%,4%,2%,9.8%,-2%,
S=C(NCCc1ccccc1)Nc1cccc2cnccc12,?,8%,-4%,i,-5%,
COc1ccc(/C=C/C(=O)c2ccccc2O)cc1CN1CCOCC1,35%,9%,-7%,6.8%,66%,
C/C(=N\NC(=O)CSc1nc(C)cc(C)n1)c1cccs1,56%,-9%,1%,0.4%,5%,
CC(C)C[C@H](NC(=O)N1CCn2c1nc1ccccc12)C(=O)NCc1ccco1,13%,11%,-1%,1.5%,1%,
O=C1NC[C@H](Cc2ccccc2)N(C[C@H]2CCCN2C[C@H](Cc2ccccc2)N2C[C@H](Cc3ccccc3)N(CCc3ccccc3)C(=O)C2=O)C1=O,.,-5%,.,13%,.,
CCOC(=O)C1CCCN(Cc2cc(=O)oc3cc(C)c(C)cc23)C1 (centres undefined),-7%,-10%,13%,2.5%,0%,
O=C(NCCS(=O)(=O)N1CCC2(CC1)OCCO2)c1ccc(F)cc1,-17%,-1%,9%,i,-6%,
S=C1NC2(CCCC2)Nc2ccccc21,-20%,10%,3%,0.4%,4%,
Cc1ccc(N/C(N)=N/c2nc3c(c(=O)[nH]2)CCCC3)c(C)c1,45%,2%,-6%,i,26%,
Cc1ccc(/C=N/NC(=O)CSc2nc3ccccc3c(=O)n2-c2ccccc2)s1,-9%,-8%,1%,0.8%,10%,
Cc1cccc(NC(=S)NCCCN2CCOCC2)c1,6%,5%,-2%,1.4%,-3%,
COc1ccccc1NS(=O)(=O)c1cccc(C(=O)NCc2ccncc2)c1,3%,9%,0%,1.0%,-1%,
Clc1ccc(C2=NOC(c3nnc(-c4ccccc4)o3)C2)cc1 (centres undefined),19%,-2%,12%,0.2%,4%,
O=C(c1cc(C2CC2)on1)N1CCN(c2ccc(F)cc2)CC1,61%,-10%,4%,2.7%,0%,
CCOc1ccc(Br)cc1S(=O)(=O)Nc1cccc(S(=O)(=O)N(CC)CC)c1,20%,-7%,9%,0.1%,5%,
CC1CCCCN1CCCNc1ccc(C(CC(N)=O)NC(=O)c2ccccc2)cc1[N+](=O)[O-] (centres undefined),-3%,-10%,3%,0.4%,-3%,inhibitors of VEEV 10K pilot screen=0.2
O=C(CCSc1ccccc1)NCC1CCCO1 (centres undefined),21%,5%,4%,1.3%,-1%,
COCCn1nnnc1C(c1ccc(OC)c(OC)c1)N1CCc2ccccc21 (centres undefined),2%,0%,20%,0.7%,-9%,
O=C(CCN1CCN(S(=O)(=O)c2cccc([N+](=O)[O-])c2)CC1)Nc1ccccc1F,1%,-4%,1%,i,6%,
CCCc1ccc(-c2cc(C(=O)Nc3ccc([N+](=O)[O-])cn3)c3ccccc3n2)cc1,0%,1%,-6%,0.2%,-3%,

# Entries shown so far that have a Cl atom, in the order listed:
SMILES,tuberculosis growth,H1N1 NS1A inhibition,PhoP GFP inhibition,inhibitors of VEEV,H37Rv inhibition,others
O=C(Nc1ccc(CN2CCOCC2)cc1)c1cc(Cl)ccc1Cl,-35%,-6%,-2%,i,1%,
CCOC(=O)C1=C(C)Nc2ccccc2N=C1NC(=O)Cc1ccc(Cl)c(Cl)c1,-5%,2%,-11%,0.5%,-3%,
CCOCC(=O)Nc1cc(OC)c(Cl)cc1OC,26%,-2%,11%,0.3%,?,
Clc1ccc(C2=NOC(c3nnc(-c4ccccc4)o3)C2)cc1 (centres undefined),19%,-2%,12%,0.2%,4%,

# Next section.
SMILES,tuberculosis growth,H1N1 NS1A inhibition,PhoP GFP inhibition,inhibitors of VEEV,H37Rv inhibition,others
CC(C)(C)[C@H]1COC(=O)[C@H](Cc2ccc(F)cc2)CC/C=C/C[C@@H](CC(=O)N[C@H](CO)Cc2ccccc2)C(=O)N1,41%,5%,.,0.8%,-4%,
COc1ccc(OC)c(N/C(C)=C/C(=O)c2ccc(Br)cc2)c1,53%,8%,9%,0.8%,40%,
O=C(Nc1ccccc1C(=O)Nc1ccccn1)c1cccc([N+](=O)[O-])c1,12%,5%,-3%,i,8%,
CCCNC(=S)NC1CCCC1,9%,-3%,-16%,3.2%,-6%,
Cc1nnc2n1N=C(c1ccc3c(c1)NC(=O)CO3)CS2,-8%,.,8%,.,-14%,
C/C(=N\Nc1ccc(S(N)(=O)=O)cc1[N+](=O)[O-])c1ccccc1O,-4%,-3%,1%,0.9%,8%,
O=C(C1CCCN(S(=O)(=O)c2cccs2)C1)N1CCC(N2CCCCC2)CC1 (centres undefined),35%,2%,-3%,3.2%,-6%,
COCCNC(=O)CNC(=O)c1nn(-c2ccc(OC)c(Cl)c2)c(=O)c2ccccc12,5%,1%,-5%,8.0%,-13%,
CC1(C)Cc2c(sc(NC(=O)C(=O)N3CCCCC3)c2C(=O)O)CO1,18%,-11%,-3%,1.9%,7%,
CC1CC(C)CN(C(=O)CCCn2c(=O)c3cccn3c3cccnc32)C1 (centres undefined),9%,3%,-4%,2.5%,-1%,
O=C1c2ccccc2CC1(Cc1ccccc1)Cc1ccccc1,32%,-2%,-12%,3.6%,-7%,
CC(C)(C)N1C(=O)c2ccc(C(=O)O)cc2C1=O,6%,0%,4%,1.3%,7%,
COc1cccc(CNC(=O)COC(=O)/C(C#N)=C/c2ccc(N(C)C)cc2)c1,.,-4%,.,1.8%,6%,
COc1ccc(Nc2nnc(-c3ccc(O)cc3)c3ccccc23)cc1,51%,-3%,3%,9.8%,56%,
COc1ccc(CCNC(=O)CCNC(=O)c2ccccc2Cl)cc1,-10%,-15%,-7%,1.1%,-5%,
NP(=O)(OCCCc1ccccc1)c1ccccc1 (centres undefined),6%,4%,3%,i,-1%,
CCOC(=O)[C@H]1[C@H]2COc3ccc(Cl)cc3[C@@H]2N2C(=O)c3cc(OC)ccc3NC(=O)[C@@]12C,7%,4%,-1%,0.6%,1%,
CCOC(=O)C1(CC2CCCCO2)CCN(S(=O)(=O)c2ccc(OC)cc2)CC1 (centres undefined),-9%,-10%,-9%,0.1%,-6%,
Cc1c(C(=O)NCCCN2CCCC2=O)oc2ccc(S(=O)(=O)N3CCOCC3)cc12,-4%,-2%,-4%,1.6%,-1%,
CCc1nc(N)c(C#N)c(-c2cccn2C)c1C,7%,1%,-18%,1.3%,-3%,
CCOC(=O)CNC(=O)C1CCCc2c1[nH]c1ccc(Cl)cc21 (centres undefined),14%,1%,1%,0.5%,9%,
CCOc1ccc(NC(=S)NN(C)C(=S)Nc2ccc(OCC)cc2)cc1,76%,2%,-9%,5.1%,?,
Cc1ccc2nsnc2c1S(=O)(=O)N1CCCC1,-21%,6%,-3%,1.0%,-1%,inhibitors of VEEV 10K pilot screen=0.8
Cc1cccc(OCc2nnc(SCC(=O)N3CCN(c4ccccc4)CC3)o2)c1C,30%,-8%,-3%,1.5%,-3%,inhibitors of VEEV 10K pilot screen=3.3
CCOC(=O)C1CCN(C(=O)c2ccccc2NC(=O)C2=C(C)OCCS2)CC1,-8%,-3%,4%,i,-4%,
COc1ccccc1N1CCN(CCCCN2C(=O)C3CCCN3C2=O)CC1 (centres undefined),.,-1%,.,i,.,
O=C(CCCCn1c(=O)[nH]c2ccccc2c1=O)NCCC1=CCCCC1,0%,-2%,-7%,5.3%,-7%,
CC1(C)C(=S)N(Cc2ccccc2)c2ccccc21,28%,-5%,-5%,0.9%,0%,
COc1ccc(C2OC(=O)CC2C(=O)NCc2ccc(C)cc2)cc1OC (centres undefined),8%,-4%,-4%,0.2%,4%,
Cc1ccc(-c2nc3c(c(SCC(=O)N4CCOCC4)n2)Cc2c(CO)cnc(C)c2O3)cc1,14%,19%,3%,13%,-5%,
COc1ccc(CCNC(=O)c2cc(C3CC3)nc3c2cnn3C(C)C)cc1,27%,-5%,.,9.1%,2%,
Cc1cc(C(C)(C)C)nc2[nH]n(-c3ccccc3)c(=O)c12,16%,-3%,-12%,0.7%,-1%,
Cc1cc(-c2nnc(CCC(=O)NC(C)c3cccc4ccccc34)o2)no1 (centres undefined),9%,10%,-6%,i,-8%,
COc1ccc(CCC(=O)OCc2csc(CC(=O)Nc3ccc(C)cc3)n2)cc1OC,53%,-7%,.,1.3%,9%,
Cn1c(CC(=O)NNC(=O)c2ccccc2[N+](=O)[O-])nc2ccccc21,-3%,-3%,.,1.8%,-6%,
